SSB-PriA inh – inhibitors of Klebsiella pneumoniae PriA binding to SSB C-terminal tail; AlphaScreen SSBct-PriA binding, biotinylated peptide; inhibition, % at 33 µM; 430,000 compounds, 0.6% hits; in the data active = inhibition mostly above about 37%, no sharp cut-off; inactive = mostly below about 20%;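 note: plate controls were negative control peptide for no effect and reference peptide for full effect; strong numbers were not always called active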
DUSP3 inh – DUSP3 (human) phosphatase inhibition; recombinant VHR phosphatase, pNPP absorbance; inhibition, % at 13.3 µM; 290,000 compounds, 0.52% hits; in the data active = inhibition above about 50%; note: some compounds called inactive have numbers as strong as hits
Target sequence (P51452 whole entry, looked up): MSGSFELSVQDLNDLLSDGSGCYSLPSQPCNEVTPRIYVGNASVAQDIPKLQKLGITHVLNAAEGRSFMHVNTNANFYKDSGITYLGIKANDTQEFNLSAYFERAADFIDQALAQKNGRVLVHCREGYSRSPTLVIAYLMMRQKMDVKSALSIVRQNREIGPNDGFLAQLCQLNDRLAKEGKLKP
SARS 3CLpro inh – SARS-CoV 3CLpro protease inhibition. 290,000 compounds, 0.14% hits. P0C6X7. AID 1706. inhibition, % at 6 µM. recombinant SARS-CoV 3CLpro, quenched FRET peptide cleavage; in the data active = inhibition above about 12%
Anthrax LF prot – inhibitors of Bacillus anthracis lethal factor protease; multiplex microsphere protease cleavage assay, LF; inhibition, % at 10 µM; 360,000 compounds, 0.12% hits; note: plate controls were buffer without enzyme for full effect and enzyme alone for no effect
Target sequence (P15917 whole entry, looked up): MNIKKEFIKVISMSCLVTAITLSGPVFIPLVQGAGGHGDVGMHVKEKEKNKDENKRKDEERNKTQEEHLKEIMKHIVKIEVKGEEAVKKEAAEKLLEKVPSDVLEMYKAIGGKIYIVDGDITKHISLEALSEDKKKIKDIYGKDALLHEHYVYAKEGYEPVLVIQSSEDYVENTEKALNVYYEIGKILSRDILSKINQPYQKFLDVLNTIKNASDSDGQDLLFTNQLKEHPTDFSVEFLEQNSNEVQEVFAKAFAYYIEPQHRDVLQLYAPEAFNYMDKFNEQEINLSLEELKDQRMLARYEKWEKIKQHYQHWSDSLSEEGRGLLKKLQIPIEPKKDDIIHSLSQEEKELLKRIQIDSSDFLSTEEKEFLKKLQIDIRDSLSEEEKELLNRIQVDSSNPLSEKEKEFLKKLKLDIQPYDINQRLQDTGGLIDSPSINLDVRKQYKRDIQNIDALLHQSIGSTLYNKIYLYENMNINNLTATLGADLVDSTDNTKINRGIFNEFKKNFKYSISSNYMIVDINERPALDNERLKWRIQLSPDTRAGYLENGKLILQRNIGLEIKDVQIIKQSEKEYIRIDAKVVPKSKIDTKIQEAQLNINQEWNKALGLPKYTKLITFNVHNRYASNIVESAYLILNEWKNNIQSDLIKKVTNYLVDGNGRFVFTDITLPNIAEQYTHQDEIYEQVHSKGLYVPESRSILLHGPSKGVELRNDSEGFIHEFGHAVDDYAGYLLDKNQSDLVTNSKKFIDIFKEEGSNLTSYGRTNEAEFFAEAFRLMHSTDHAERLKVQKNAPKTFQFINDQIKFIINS
BoNT A protease – BoNT A light chain protease inhibition | multiplex microsphere protease substrate cleavage, flow cytometry | inhibition, % at 10 µM | 360,000 compounds, 0.17% hits | AID 588499; note: plate controls were buffer without enzyme for full effect and enzyme alone for no effect
TcdB GH inh – TcdB glycohydrolase inhibition; P18177; TcdB glycohydrolase enzymatic assay, plate reader; inhibition, % at 9.99 µM; 350,000 compounds, 0.24% hits; AID 652162; in the data active = inhibition above about 10%
PfHsp40 yeast – rescue of PfHsp40-mediated yeast toxicity; S. cerevisiae expressing PfHsp40, growth rescue, ATP luminescence; 340,000 compounds, 0.68% hits; growth rescue, % at 12.5 µM; AID 504582; in the data active = growth rescue above about 28%, passing the limit was not always enough;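 note: yeast W303a lacking pdr1 and pdr3 grown in galactose medium; growth measured after three days at 30 °C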
Yp Topo-I inh – Y. pestis Topo-I inhibition via cleavage products | 360,000 compounds, 0.064% hits | AID 504884 | Y. pestis Topo-I cleavage product accumulation, plate reader | activity, % at 10 µM; in the data active = activity above about 50%, passing the limit was not always enough; note: inactives centre near 2
CCHF vOTU inh – blocks the CCHF virus ovarian tumor domain protease. AID 651958. 370,000 compounds, 0.55% hits. inhibition, % at 11.5 µM. CCHFV vOTU protease, Pep-AMC fluorescence; in the data active = inhibition above about 30%; note: 0% = vehicle wells with enzyme and 100% = no enzyme wells
BH1578 lux ind – induces V. cholerae light production without autoinducers. V. cholerae BH1578 lux reporter, luminescence, 6 h. activation, % at 18.7 µM. 350,000 compounds, 0.16% hits; in the data active = activation mostly above about 9.7%, no sharp cut-off; note: not every result past the cut was called active; inactives centre near 0; reference of the scale not given here
Starred values were filed as active, the others as inactive; i = inactive; · = no result given; & = joins results of further samples. Cut-off read from the data, not from the text of the source, unless noted: active = inhibition above about 30%; inconclusive = no clear call, values can overlap the other calls; inactive = below that. Some of the compounds tested; the hit share may differ from the screen's.

SMILES	SSB-PriA inh	DUSP3 inh	SARS 3CLpro inh	Anthrax LF prot	BoNT A protease	TcdB GH inh	PfHsp40 yeast	Yp Topo-I inh	CCHF vOTU inh	BH1578 lux ind
Cc1ccc(-c2nnc(Nc3ccccc3)c3ccccc23)cc1S(=O)(=O)NCC1CCCO1 (stereo not given)	-13	34	-9	-1	3.2	·	-0.3	-2	9	i
COc1ccc(NC(=O)COC(=O)Cn2cnc3ccccc32)cc1	7	·	·	·	·	0.5	-0.6	-9	-18	-1.7
CCCOC(=O)C1=C(C)NC2=C(C(=O)CCC2)C1c1cccc(OC)c1OC (stereo not given)	-5	-24	-1	3	0.8	·	0.6	8	-18	i
CCOC(=O)N1CCN(C(=O)/C(=C\c2ccc(SC)cc2)NC(=O)c2ccccc2)CC1	5	13	6	-8	0.2	1.4	-0.1	16	-2	-0.3
C[C@H](CO)N1C[C@H](C)[C@@H](CN(C)C(=O)Nc2ccccc2)Oc2c(NS(=O)(=O)c3ccc(F)cc3)cccc2C1=O	-24	·	·	-3	0.2	-0.4&-1.0	0.4	16	18	-0.4
Cc1ccc(NC(=O)Cc2nn(C)c(=O)c3ccccc23)cc1F	-2	12	1	-5	0.0	·	1.0	2	4	i
O=C(CSc1nnnn1C1CCCCC1)Nc1ccc(F)cc1	-1	35	3	-5	-0.3	0.8	-0.6	1	-3	0.6
O=C(Cc1ccc(Cl)cc1)N/N=C/c1ccc(O)c(O)c1	·	·	·	1	-1.2	0.9	·	-1	-8	i
Cc1ccnc(NS(=O)(=O)c2ccc(NS(=O)(=O)Cc3ccccc3)cc2)n1	1	28	-3	-5	-1.6	·	1.0	-2	19	-0.6
CCc1ccc(NC2=CC(=O)CC(c3ccco3)C2)cc1 (stereo not given)	-11	0	0	2	-0.8	·	-0.3	1	9	i
COc1ccccc1N(C(=O)c1csnn1)C(C(=O)NC1CCCC1)c1ccccc1 (stereo not given)	-7	31	6	-3	0.1	0.5	-1.3	-1	-18	-0.2
CN(C)CCCN1c2ccc3ccccc3c2Sc2cccc(Cl)c21	9	·	·	-10	0.9	-4.3	-0.2	-35	0	i
COc1ccccc1Nc1nc(N)nc(-c2cc3ccccc3o2)n1	4	-15	-2	-1	0.9	·	-0.6	-5	25	i
COc1ccc(C(=O)c2cn[nH]c2-c2cc(Cl)ccc2O)cc1	-18	30	4	0	-0.6	·	4.3	1	1	-1.3
CCC(C)(C)C1CCc2c(sc(N)c2C(N)=O)C1 (stereo not given)	-6	-8	-1	-2	0.6	0.6	-1.3	4	8	i
O=C(C1CC1)N1CCc2cc(S(=O)(=O)NCc3ccccc3)ccc21	9	-9	-1	2	0.6	-6.3	-1.3	3	-3	-2.6
CC1=C(C(=O)N2CCOCC2)CC(CC(=O)NC2CCCC2)C(=O)N1Cc1ccc(F)cc1 (stereo not given)	·	·	·	4	0.1	0.9	·	2	13	-0.4
O=C(O)c1nn(Cc2ncc(-c3cccc(Cl)c3)o2)c(=O)c2ccccc12	4	-8	-3	7	-1.5	-0.5	-0.6	52*	6	-6.2
CCCCCc1nnc(NC(=O)c2ccc3nc[nH]c3c2)s1	-3	·	·	-4	-0.3	-0.3	0.1	-6	0	-0.5
Cc1ccc(OCc2nnc(SCC(=O)Nc3cccc4ccccc34)n2-c2ccccc2)cc1	-5	-23	2	-2	-0.4	·	0.0	1	14	-7.1
O=C(Nc1cccc(Cl)c1)Nc1ccccc1C(=O)NCc1ccco1	1	6	8	-3	-0.9	·	1.1	-6	5	i
Cc1ccccc1N(C)C(=O)C1CCCN(c2ncnc3c2nc2n3CCCCC2)C1 (stereo not given)	-4	2	-5	-4	-2.3	1.4	-0.6	24	12	-0.5
CC(C)Oc1ccc(C(=O)Nc2nnc(SCC(=O)N3CCOCC3)s2)cc1	-11	12	-2	1	0.6	·	2.5	4	3	i
C/C(CC(=O)Nc1ccc(N(C)C)cc1)=N\NC(=O)c1ccc(F)cc1	·	32	2	2	-4.1	-0.6	2.4	-3	-6	i
COc1ccc(CNC(=O)[C@@H]2CCCN2C(=O)[C@@H]2Cc3ccccc3CN2C(=O)OC(C)(C)C)cc1	-8	-18	2	-6	-2.3	1.7	0.0	19	11	i
CC1(C)Cc2c(cnn2-c2ccc(F)cc2)C(NC(=O)CCN2CCCCO2)C1 (stereo not given)	-13	23	2	-2	-5.9	-0.1	-0.2	5	-3	i
Cc1ccc(CNC(=O)CCC(=O)N2CC(C)Sc3ccccc32)cc1 (stereo not given)	-9	21	5	4	0.4	0.5	1.0	11	5	-0.2
O=S(=O)(NCC1CC1)c1cccc(S(=O)(=O)N2CCCC2)c1	-15	18	5	6	0.8	·	-1.2	-7	3	i
COc1ccc(NC2CCCN(C(=O)C3=NN(C)C(=O)CC3)C2)cc1OC (stereo not given)	-3	18	-1	0	-0.2	2.5	-0.7	-4	13	-0.2
CCc1nc2nc(C)c(NS(=O)(=O)c3ccc(F)cc3)c(=O)n2[nH]1	-12	15	6	1	-1.3	-0.6	0.6	-1	24	-0.2
O=[N+]([O-])c1ccccc1S(=O)(=O)N(CC(O)CN1CCCCC1)c1ccccc1 (stereo not given)	-9	17	-1	3	-5.6	0.6	-1.5	-9	7	-0.3
CCN(CC)S(=O)(=O)c1cccc(N=Nc2sc(N)nc2C)c1	31	24	3	6	-2.0	0.5	-0.9	-12	7	0.0
COc1cccc(NC(=O)c2ccc3c(c2)C(=O)N(CC2CCCO2)C3=O)c1 (stereo not given)	-6	5	6	0	-2.1	1.9	0.3	-6	-14	i
CC(NC(=O)Nc1cccc([N+](=O)[O-])c1)c1ccc2c(c1)OCO2 (stereo not given)	-4	-3	2	·	·	0.1	0.0	-11	-3	i
CC1CCN(Cc2nc(-c3ccccc3)no2)CC1	-13	·	-1	0	1.3	·	-0.2	-4	-8	·
CC(=NNC(=S)N1CC2CCC(CC2)C1)c1cnccn1	-11	·	·	54*	40*	0.1	-1.2	8	-4	-1.9

Results in Yp Topo-I inh, CCHF vOTU inh and SSB-PriA inh, for two of the compounds above:
molecule,Yp Topo-I inh,CCHF vOTU inh,SSB-PriA inh
Cc1ccc(CNC(=O)CCC(=O)N2CC(C)Sc3ccccc32)cc1 (stereo not given),11,5,-9
O=S(=O)(NCC1CC1)c1cccc(S(=O)(=O)N2CCCC2)c1,-7,3,-15

Later entries.
SMILES	SSB-PriA inh	DUSP3 inh	SARS 3CLpro inh	Anthrax LF prot	BoNT A protease	TcdB GH inh	PfHsp40 yeast	Yp Topo-I inh	CCHF vOTU inh	BH1578 lux ind
CSc1ccc(S(=O)(=O)NCc2ccccc2C)cc1	-16	14	6	0	-1.0	1.0	1.9	-13	15	-0.4
COc1cc(/C=C/c2cc(C(=O)O)c3ccccc3n2)cc(OC)c1O	-12	26	-3	0	-0.2	-6.7	-1.3	3	3	i
O=C(Nc1cccc(C(F)(F)F)c1)OCc1ccncc1	-2	·	·	-7	-4.4	1.0	-0.5	1	-8	-0.2
CCOC(=O)c1ccccc1NC(=O)Cn1cnc2c(cnn2C(C)(C)C)c1=O	0	1	2	-1	0.3	·	2.3	-7	-6	i
CC(Oc1ccccc1)C(=O)Nc1cccc(NC(=O)c2ccco2)c1 (stereo not given)	-9	-1	0	8	0.2	-0.7	-0.6	-5	2	i
CCc1ccccc1NC(=S)NC1CC2CCC(C1)N2Cc1ccc(F)cc1 (stereo not given)	10	31	2	1	0.1	0.9	0.4	7	2	-0.3
CC(C)(C)C(=O)N1Cc2ccccc2-n2nncc2C1	-6	·	·	4	0.3	-0.1	0.2	-7	3	i
O=C(C1CCC(=O)N(C2CC2)C1)N1CCN(c2ccccc2Cl)CC1 (stereo not given)	12	25	1	-2	1.5	2.1	0.0	11	-8	i
COC(=O)c1ccc(CN2C(=O)C(Cc3ccccc3)ON=C2c2ncccc2C)o1 (stereo not given)	·	·	·	-6	-0.4	0.7	·	2	4	-0.4
COc1cccc(CNC(=O)C2CCN(S(=O)(=O)c3cccc4cccnc34)CC2)c1	-8	0	-2	11	0.7	-0.5	0.1	-9	5	-0.2
Cc1cc2oc(=O)cc(CN3CCN(S(=O)(=O)/C=C/c4ccccc4)CC3)c2cc1C	-8	12	3	-4	-0.4	·	1.0	-8	0	i
Cc1cc(NC(=O)CSc2nc3c(c(=O)n(C)c(=O)n3C)n2C(C)C)no1	-10	4	-4	-3	-1.8	0.1	0.9	-13	4	-7.1

Laid out differently: 12 of the compounds above.
Order of results: SSB-PriA inh	DUSP3 inh	SARS 3CLpro inh	Anthrax LF prot	BoNT A protease	TcdB GH inh	PfHsp40 yeast	Yp Topo-I inh	CCHF vOTU inh	BH1578 lux ind
> CSc1ccc(S(=O)(=O)NCc2ccccc2C)cc1
→ -16	14	6	0	-1.0	1.0	1.9	-13	15	-0.4
> COc1cc(/C=C/c2cc(C(=O)O)c3ccccc3n2)cc(OC)c1O
→ -12	26	-3	0	-0.2	-6.7	-1.3	3	3	i
> O=C(Nc1cccc(C(F)(F)F)c1)OCc1ccncc1
→ -2	·	·	-7	-4.4	1.0	-0.5	1	-8	-0.2
> CCOC(=O)c1ccccc1NC(=O)Cn1cnc2c(cnn2C(C)(C)C)c1=O
→ 0	1	2	-1	0.3	·	2.3	-7	-6	i
> CC(Oc1ccccc1)C(=O)Nc1cccc(NC(=O)c2ccco2)c1 (stereo not given)
→ -9	-1	0	8	0.2	-0.7	-0.6	-5	2	i
> CCc1ccccc1NC(=S)NC1CC2CCC(C1)N2Cc1ccc(F)cc1 (stereo not given)
→ 10	31	2	1	0.1	0.9	0.4	7	2	-0.3
> CC(C)(C)C(=O)N1Cc2ccccc2-n2nncc2C1
→ -6	·	·	4	0.3	-0.1	0.2	-7	3	i
> O=C(C1CCC(=O)N(C2CC2)C1)N1CCN(c2ccccc2Cl)CC1 (stereo not given)
→ 12	25	1	-2	1.5	2.1	0.0	11	-8	i
> COC(=O)c1ccc(CN2C(=O)C(Cc3ccccc3)ON=C2c2ncccc2C)o1 (stereo not given)
→ ·	·	·	-6	-0.4	0.7	·	2	4	-0.4
> COc1cccc(CNC(=O)C2CCN(S(=O)(=O)c3cccc4cccnc34)CC2)c1
→ -8	0	-2	11	0.7	-0.5	0.1	-9	5	-0.2
> Cc1cc2oc(=O)cc(CN3CCN(S(=O)(=O)/C=C/c4ccccc4)CC3)c2cc1C
→ -8	12	3	-4	-0.4	·	1.0	-8	0	i
> Cc1cc(NC(=O)CSc2nc3c(c(=O)n(C)c(=O)n3C)n2C(C)C)no1
→ -10	4	-4	-3	-1.8	0.1	0.9	-13	4	-7.1

(list continues)
SMILES	SSB-PriA inh	DUSP3 inh	SARS 3CLpro inh	Anthrax LF prot	BoNT A protease	TcdB GH inh	PfHsp40 yeast	Yp Topo-I inh	CCHF vOTU inh	BH1578 lux ind
CS(=O)(=O)c1ccc2nc(NC(=O)c3cc4ccccc4o3)sc2c1	-3	35	1	1	-0.3	·	0.5	-2	8	-1.3
C[C@H]1CN([C@@H](C)CO)C(=O)c2cc(-c3ccccc3F)cnc2O[C@@H]1CN(C)C(=O)NC1CCCCC1	·	·	·	-1	-0.2	-1.7&-0.2&-0.2	·	29	-1	i
COc1ccc(NC(=O)CSc2nc(N)c(-c3ccccc3)c(=O)[nH]2)cc1	14	18	-1	-4	0.6	0.7	0.5	9	-1	i
COc1ccc(-c2nc3ccc(Cl)cn3c2NC2CCCCC2)cc1SC1CCCCC1	4	·	·	-6	-0.1	0.2	0.7	10	11	i

Assay outcomes from PubChem BioAssay.
